High-throughput results from PubChem BioAssay.
RGS4 pot: RGS4 potentiators or activators, primary screen, cell-based, HEK293 M3R inducible RGS4, calcium flux. carbachol calcium flux Fluo4; hits give low values. B-score at 10 µM. actives 0.92% (n = 310,000);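 active means B-score of the integrated calcium signal more than 4 SD below the library mean, with starting fluorescence not abnormally high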;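 further: negative B-score means reduced calcium response which marks RGS4 activation or potentiation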
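test system = M3R-expressing HEK293 line, RGS4 induced by doxycycline | probe or stimulus = carbachol at ECmax as muscarinic agonist stimulus | timing = dye loading 30 min 37 °C, buffer rest 30 min RT | signal = calcium dye Fluo4 fluorescence | evaluation = B score from integrated fluorescence ratio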
GSK3B inh: human GSK3beta kinase inhibitors, primary screen, biochemical, cell-free homogeneous, HTS; activity score (negative = inhibition), % at 10 µM; GST-GSK3beta kinase, ADP-Glo luminescence, 60 min; hits give low values; actives 0.038% (n = 300,000); AID 2097, 2009;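 active means more than half of replicate wells score below -50%, meaning over 50% inhibition versus plate controls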;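 further: 0% = median DMSO wells and -100% = median GW8510 positive control wells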
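test system = GST-tagged human GSK3beta kinase, cell-free | reagent = 25 µM ATP with peptide substrate | dosing = one dose of 10 µM per compound | schedule = 60 min reaction, RT | detection = luminescent ADP-Glo measurement of ADP formed | control set = DMSO neutral wells and GW8510 at 20 µM as positive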
KCNK9 block: KCNK9 potassium channel inhibitors, primary screen, HEK293 cells, thallium flux; Potassium channel subfamily K member 9 (Homo sapiens), Q9NPC2; FluxOR thallium flux fluorescence; hits give low values; B-score at 10 µM; actives 1.2% (n = 310,000);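 active means ratio B-score over 3 SD below the library mean, with starting fluorescence within 5 SD of its mean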;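 further: negative B-score means less thallium flux so channel inhibition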
PolyA inhibitor: polyadenylation inhibitors in yeast reporter cells, primary screen, luminescence, S. cerevisiae | calls only at 12 µM | actives 0.02% (n = 300,000) | AID 1875, 2009 | S. cerevisiae SKY197-pL101 polyadenylation reporter, beta-gal luminescence; efflux-impaired pdr1/pdr3 knockout yeast; score 100 = 6 SD above DMSO;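 active means lowest replicate activity score at least 50, where 100 means six control SD above control mean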;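 further: yeast exposed to compound for 9 h at 30 °C; higher score means more reporter readthrough which indicates perturbed polyadenylation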
KCNQ1 act: potentiators or activators of KCNQ1 channel, primary screen, cell-based, thallium flux, high-throughput; Potassium voltage-gated channel subfamily KQT member 1 (Homo sapiens), P51787; CHO-K1 KCNQ1, thallium flux FluxOR fluorescence; hits give high values; B-score at 10 µM; actives 0.35% (n = 310,000); AID 2648, 2010;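 active means fluorescence ratio B-score, a plate-corrected score, at least three library SD, with initial intensity B-score within 5 SD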
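Assay system: CHO-K1 cells stably expressing KCNQ1; Medium: assay buffer with matched DMSO; Also added: K+/Tl+ depolarizing stimulus; Dosing: single dose; Timing: dye 90 min, compound 20 min, room temperature; Measured by: kinetic FluxOR thallium fluorescence, 10-s 1-Hz baseline, 110-s post-stimulus read; Read-out: peak-minus-minimum fluorescence over initial fluorescence, negative-control normalized, B-scored.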
GSK3A inh: blockers of GSK3A enzyme activity – biochemical, luminescence, cell-free homogeneous, HTS, primary screen. Glycogen synthase kinase-3 alpha (Homo sapiens), P49840. inhibition, % at 10 µM. actives 0.1% (n = 320,000). GSK-3 alpha kinase, ADP-Glo luminescence, 60 min;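 in the data active means inhibition above about 50%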;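 further: GST-tagged GSK-3 alpha with peptide substrate and 25 µM ATP; 0% = DMSO neutral wells and 100% = GW8510 positive control wells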
hERG rescue: hERG rescue from dofetilide block, primary screen, cell-based, CHO-hERG, FluxOR thallium flux, dofetilide IC70; activation (rescue from dofetilide block), less the hit threshold, % at 10 µM; AID 1511, 2009; actives 0.51% (n = 310,000); Voltage-gated inwardly rectifying potassium channel KCNH2 (Homo sapiens), Q12809; dofetilide IC70 present;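 active means activation above the mean of controls blocked by dofetilide plus 5 SD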;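 further: thallium influx through hERG after potassium depolarization seen as dye fluorescence rise; in these data hits start at about 4.7%; inactives centre near -7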
Target sequence (Q12809 whole entry, looked up): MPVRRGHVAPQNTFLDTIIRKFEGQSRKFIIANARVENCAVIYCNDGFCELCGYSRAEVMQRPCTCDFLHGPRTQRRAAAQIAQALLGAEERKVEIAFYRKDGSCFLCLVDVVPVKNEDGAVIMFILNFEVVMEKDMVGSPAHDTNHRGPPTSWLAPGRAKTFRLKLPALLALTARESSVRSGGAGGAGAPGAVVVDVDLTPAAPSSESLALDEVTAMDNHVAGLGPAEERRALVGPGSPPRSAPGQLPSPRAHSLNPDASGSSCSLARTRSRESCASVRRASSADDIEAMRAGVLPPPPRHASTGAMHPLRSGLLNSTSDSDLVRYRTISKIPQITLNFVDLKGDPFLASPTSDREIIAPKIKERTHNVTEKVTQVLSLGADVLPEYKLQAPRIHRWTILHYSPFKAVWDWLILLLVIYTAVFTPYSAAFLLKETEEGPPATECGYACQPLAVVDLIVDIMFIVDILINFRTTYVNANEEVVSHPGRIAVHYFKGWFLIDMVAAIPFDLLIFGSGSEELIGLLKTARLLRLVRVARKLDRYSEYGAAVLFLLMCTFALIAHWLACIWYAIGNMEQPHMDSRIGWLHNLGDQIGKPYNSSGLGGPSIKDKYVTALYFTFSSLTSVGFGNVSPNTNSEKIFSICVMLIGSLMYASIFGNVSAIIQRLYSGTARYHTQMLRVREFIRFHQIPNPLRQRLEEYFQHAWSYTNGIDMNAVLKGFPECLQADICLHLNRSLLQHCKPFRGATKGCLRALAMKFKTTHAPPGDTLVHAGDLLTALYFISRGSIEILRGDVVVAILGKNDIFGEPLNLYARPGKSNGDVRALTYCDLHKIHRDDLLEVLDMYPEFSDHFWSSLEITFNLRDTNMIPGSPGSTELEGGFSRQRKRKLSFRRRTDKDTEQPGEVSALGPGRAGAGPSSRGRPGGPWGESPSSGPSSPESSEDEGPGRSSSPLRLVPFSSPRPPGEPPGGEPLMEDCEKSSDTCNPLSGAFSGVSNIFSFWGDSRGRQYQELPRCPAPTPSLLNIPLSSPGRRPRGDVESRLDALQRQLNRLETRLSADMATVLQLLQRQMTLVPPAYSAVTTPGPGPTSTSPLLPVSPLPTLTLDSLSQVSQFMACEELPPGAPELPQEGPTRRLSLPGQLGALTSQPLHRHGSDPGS
KCNK3 inh: human KCNK3 channel inhibitors, primary screen, CHO cells, FluxOR thallium flux, B-score. FluxOR fluorescence; hits give low values. AID 602410, 2012. actives 0.84% (n = 340,000). Potassium channel subfamily K member 3 (Homo sapiens), O14649. B-score at 10 µM;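 active means B-score under library mean minus 4 SD, starting fluorescence ratio at most library mean plus 5 SD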;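 further: more negative B-score means stronger inhibition of thallium flux through KCNK3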
KCNQ1 block: inhibitors of human KCNQ1 channel, primary screen, cell-based, thallium flux, high-throughput | Potassium voltage-gated channel subfamily KQT member 1 (Homo sapiens), P51787 | CHO-K1 KCNQ1, FluxOR thallium flux fluorescence; hits give high values | B-score at 10 µM | actives 1.3% (n = 310,000) | AID 2642, 2010;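 active means compounds whose thallium flux B-score, printed positive for inhibition, exceeds three library SD while starting fluorescence stays within three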;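 further: channel opened by potassium depolarization with thallium stimulus after 20 min compound exposure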
HDAC3 inhib: HDAC3 deacetylase inhibitors, primary screen, biochemical, fluorescence, cell-free homogeneous. Histone deacetylase 3 (Homo sapiens), O15379. recombinant HDAC3, fluorogenic peptide/trypsin coupled. inhibition, % at 8.3 µM. actives 0.15% (n = 320,000). AID 2718, 2010; in the data active means inhibition above about 26%, passing the limit was not always enough
Dyrk1A ADPGlo: rat Dyrk1A kinase inhibitors, primary screen, biochemical, single point, plate reader; Dual specificity tyrosine-phosphorylation-regulated kinase 1A (Rattus norvegicus), Q63470; ADP-Glo luminescence, NFATc1 peptide; inhibition, % at 12.5 µM; actives 0.43% (n = 310,000); in the data active means inhibition above about 50%;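 further: plate controls were vehicle with enzyme for no effect and no enzyme for full effect; many of its hits are not listed in these tables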
An asterisk follows results filed as active; i = inactive; · = no result given. These rows are one share of the data; count on the stated rates, not on these rows.

canonical_smiles	RGS4 pot	GSK3B inh	KCNK9 block	PolyA inhibitor	KCNQ1 act	GSK3A inh	hERG rescue	KCNK3 inh	KCNQ1 block	HDAC3 inhib	Dyrk1A ADPGlo
Cc1cc(C(=O)N/N=C/c2c(C)nn(-c3ccccc3)c2Cl)n[nH]1	i	-1	i	i	i	0	-4	i	i	2	·
COc1ccccc1C(=O)NC1CCN(C(=S)NCCc2ccccc2)CC1	i	-3	i	i	i	-2	-10	i	i	-1	-1
O=C(NNc1nc2c(F)cc(F)cc2s1)C1=COCCO1	i	3	i	i	i	-1	-8	i	i	-1	2
COc1ccc(-c2oc3ccc(N4CCOCC4)cc3c2C#CCO)cc1	i	0	i	i	i	2	-3	i	i	-8	1
O=C(c1ccc(Cn2c(=S)[nH]c3ccc(N4CCOCC4)cc3c2=O)cc1)N1CCC(N2CCCCC2)CC1	i	-3	i	i	i	-2	-1	i	i	6	·
COc1ccc(CC(=O)N2CCCc3ccccc32)cc1	i	1	i	i	i	1	-13	i	i	-7	-2
CC(OC(=O)c1ccc(=O)n(Cc2ccccc2)n1)C(=O)Nc1cccc(Cl)c1 (centres undefined)	i	6	i	i	i	4	-21	i	i	0	8
O=C(Nc1ccc(NC(=O)c2ccco2)c(Cl)c1)c1ccccc1	i	1	i	i	i	5	-23	i	i	-4	2
CC(C)(C)c1ccc(/C=C/C(=O)c2ccc(NC3=NCCCS3)cc2)cc1	i	0	i	·	i	0	-7	i	i	3	1
Cc1cccc(NC(=O)c2cc3ccccc3c(=O)o2)n1	i	-1	i	i	i	-2	-10	i	i	-2	-13
CCn1c(=NC(=O)c2ccc(S(=O)(=O)N(C)C)cc2)sc2cccc(OC)c21	-7.2*	0	i	i	i	5	-15	i	i	2	-6
CCc1ccccc1S(=O)(=O)Cc1ccc(C(=O)N2CCN(c3ccccc3OC)CC2)o1	-7.7*	0	i	i	i	·	-8	i	i	·	-6
CN(CC(=O)N1CCN(Cc2ccccc2)CC1)S(=O)(=O)c1cccc2nsnc12	i	3	i	i	i	-2	1	i	i	0	·
CCCC(=O)NC(c1ccc(Cl)cc1)c1ccc2cccnc2c1O (centres undefined)	i	1	i	i	i	-1	-2	i	i	3	-2
COc1cccc(/C=C2/SC(=O)N(CC(=O)N3CCc4ccccc4C3)C2=O)c1OCC(=O)O	i	1	i	i	i	0	-7	i	i	4	0
COc1ccc(C(=O)OCn2nnc3ccccc3c2=O)cc1[N+](=O)[O-]	i	-4	i	i	i	1	-4	i	i	-1	-2
Cc1ccc(NC(=O)COC(=O)Cc2cccs2)cc1S(=O)(=O)N1CCOCC1	i	4	i	i	i	-1	-9	i	i	-1	3
O=C(CSc1n[nH]c(=O)n1Cc1ccccc1)Nc1ccc(F)c(F)c1F	i	-2	i	i	i	2	-2	i	i	-3	-6
CCCOC(=O)c1ccc(Oc2cn[nH]c2-c2ccc(O)cc2O)cc1	i	-5	i	i	i	0	-22	i	i	14	24
Cc1ccc(S(=O)(=O)NC(CC(=O)O)c2ccc(F)cc2)cc1 (centres undefined)	i	1	i	i	i	-2	-8	i	i	-3	-2
C=C(C)C(=O)Nc1cccnc1Oc1ccc(F)cc1	i	0	i	i	i	-3	-3	i	i	0	2
COc1ccc(CCNC(=O)NC2CCCCC2)cc1	i	0	i	i	i	1	-15	i	i	0	-2
C=CCNC(=O)NC(=O)COC(=O)CNS(=O)(=O)c1ccc(F)c(F)c1F	i	-5	i	i	i	0	-9	i	i	6	0
COC(=O)CNC(=O)c1cc(-c2ccncc2)nc2ccccc12	i	·	i	i	i	2	-8	i	i	-2	4
CCc1ccc(OCC(=O)N/N=C(\C)c2ccccc2OC(F)F)cc1	i	-1	i	i	i	0	-10	i	i	-4	-3
COc1ccc2[nH]c3nc(SC(C)C)nnc3c2c1	i	2	i	i	i	-2	-4	i	i	6	1
O=C(CN1CCN(c2ccc(C(F)(F)F)cn2)CC1)Nc1ccc2c(c1)OCO2	i	1	i	i	i	-1	-4	i	i	-5	-1
CCN(CC(=O)Nc1ccccc1C(F)(F)F)C(=O)CCc1nc2sc3c(c2c(=O)[nH]1)CCCC3	i	1	i	i	i	-4	-14	i	i	-2	-3
CC1CCN(CCCNC(=O)C2CCCN(c3ncnc4c3nc3n4CCCCC3)C2)CC1 (centres undefined)	i	4	i	i	i	-2	-7	i	i	-1	-1
O=C(Nc1oc2ccccc2c(=O)c1-c1ccc(Cl)cc1)c1ccco1	i	1	i	i	i	·	-15	i	i	4	-1
CCCCNC(=O)CSc1nc2ccc(NC(=O)CSc3nnc(COc4ccccc4C)n3C)cc2s1	i	-1	i	i	i	0	-14	i	i	-3	3
COc1ccc(NC(=O)c2nc(C)n(-c3ccc([N+](=O)[O-])cc3)n2)cc1	i	-2	i	i	i	0	-3	i	i	-9	1
CCC(=O)N1N=C(c2cccs2)CC1c1ccc(OC)cc1 (centres undefined)	i	-1	i	i	i	5	-7	i	i	-7	-2
O=C(CSc1nc2cc(Cl)ccc2o1)NCCc1ccccc1	i	0	i	i	i	0	-4	i	i	1	0
O=C(NCc1ccco1)c1cc(-c2ccc(F)cc2)on1	i	2	i	i	i	-1	-12	i	i	7	·
COc1cc2[nH]c(=O)n(CCC(=O)NCc3cccnc3)c(=O)c2cc1OC	i	-3	i	i	i	0	-11	i	i	·	-2
CC(C)OCCCNC(=O)C1CC(=O)N(C2CCCCCCC2)C1 (centres undefined)	i	3	i	i	i	-1	-4	i	i	-1	5
COc1cccc(CN2C(=O)NC3(CCCCCC3)C2=O)c1	i	2	i	i	i	-4	-5	i	i	3	-2
Cc1ccc(-n2ncc(C(=O)NC3CC3)c2C2CCN(C(=O)OC(C)(C)C)CC2)cc1	i	1	i	i	i	0	-13	i	i	-1	-5
O=S(=O)(c1ccc(NC(=S)Nc2ccc3c(c2)OCO3)cc1)N1CCOCC1	i	7	i	i	i	1	-4	i	i	14	-1
O=[N+]([O-])c1ccc(-c2csc(N/N=C/c3cccnc3)n2)cc1	i	1	i	i	i	-1	-6	i	i	-4	-3
O=C(Cc1cccc2ccccc12)N1CCN(c2ncccn2)CC1	i	-1	i	i	i	0	-7	i	i	3	-3
Cc1ccccc1-c1nc2c(s1)CCc1onc(-c3cccc([N+](=O)[O-])c3)c1-2	i	-1	i	i	i	-1	-7	i	i	0	18
CC1CCCCN1S(=O)(=O)c1cn(C)c(=O)n(C)c1=O (centres undefined)	i	1	i	i	i	1	-14	i	i	·	-4
CC(=O)c1ccc(OCC(O)CN2CCN(Cc3ccccc3)CC2)cc1 (centres undefined)	i	0	i	i	i	0	-2	i	i	5	1
C/C(=N/NC(=O)CNC(=O)c1cccnc1)c1ccco1	i	2	i	i	i	0	-11	i	i	8	11
O=C(NC(C(=O)c1ccccc1)N1CCOCC1)c1cccs1 (centres undefined)	i	-2	i	i	i	1	0	i	i	4	-23
CCOC(=O)/C=C1\SCC(=O)N1CC(=O)NCCc1ccc(F)cc1	i	3	i	i	i	-1	-10	i	i	0	-2
COc1ccc(C(=O)O)cc1S(=O)(=O)NCCCN1CCCC1=O	i	2	i	i	i	-3	-1	i	i	-1	3
CCc1nc(CNC(=O)c2cc(OC)c(OC)c(OC)c2)no1	i	-1	i	i	i	-3	-8	i	i	9	0
O=C1C(Cl)=C(N2CCN(Cc3ccccc3)CC2)C(=O)N1Cc1ccccc1	i	1	i	i	i	1	-3	i	i	0	-4
N#Cc1cc2c(nc1SCc1cccc(Cl)c1)CCCCC2	i	-1	-8.3*	i	i	3	-8	i	i	1	-2
CC(C)Oc1ccc(C(=O)Nc2ccc(S(=O)(=O)N3CCN(C)CC3)cc2)cc1	i	3	-7.3*	·	i	0	-11	i	i	2	-2
CCCOC(=O)c1ccc2c(c1)C(=O)N(c1ccccc1)C2=O	i	-2	i	i	i	0	-7	i	i	-5	0
CCc1ccccc1NC(=O)CC1SCCNC1=O (centres undefined)	i	-19	i	i	i	-4	-2	i	i	-19	-2
O=C(/C=C/c1ccc([N+](=O)[O-])cc1)Nc1cccc(C(=O)Nc2ccccc2C(=O)O)c1	i	·	i	i	i	0	-4	i	i	5	19

New compounds follow
canonical_smiles	RGS4 pot	GSK3B inh	KCNK9 block	PolyA inhibitor	KCNQ1 act	GSK3A inh	hERG rescue	KCNK3 inh	KCNQ1 block	HDAC3 inhib	Dyrk1A ADPGlo
CCCn1nc2cc(C(=O)NCc3ccc(C)cc3)ccc2c1OCC	i	0	i	i	i	-4	-6	i	i	-14	-2
Cc1nnc(NC(=O)c2cccc(S(=O)(=O)N3CCc4ccccc43)c2)s1	i	-1	i	i	i	0	-3	i	i	0	-12
CN(NC(N)=O)c1ncc(C(F)(F)F)cc1Cl	i	-3	i	i	i	·	-14	i	i	3	-2
CCn1c(SCc2ccc(C(=O)Nc3cc(C)cc(C)c3)cc2)nnc1-c1ccncc1	i	3	i	i	i	-1	-30	i	i	-3	5
